Salmonella PhoP GFP = PhoP regulon inhibitors, Salmonella typhi PhoP promoter GFP reporter, confirmatory (AID 1850); Salmonella Typhi PhoP-promoter GFP reporter, fluorescence, 4 h; higher % means a stronger effect; one-dose inhibition, % at 50 µM; IC50 in µM for titrated hits; 310,000 compounds, 0.33% hits; in the data active means a potency from the dose series; inconclusive means inhibition mostly from about 25% at the one dose, without a potency; inactive means the rest, 99 in 100 with inhibition below about 19%;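 further: 0% = induced wells with vehicle and 100% = uninduced wells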
M. tuberculosis HTS = M. tuberculosis growth inhibition, HTS (AID 449762); M. tuberculosis H37Rv growth inhibition, 7H9 media; higher % means a stronger effect; inhibition, % at 25 µM; hits with a dose series show IC50 in µM; 330,000 compounds, 0.59% hits; in the data active means a potency from the dose series; inconclusive means inhibition above about 70% without an active follow-up result;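 further: bacterial growth assessed after seven days of incubation; strong numbers were not always called active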
H1N1 NS1A inhibition = H1N1 influenza NS1A inhibitors, functional cell based assay (AID 504329); one-dose inhibition, % at 12.5 µM; IC50 in µM for titrated hits; NS1A functional cell-based assay, percent inhibition; higher % means a stronger effect; 340,000 compounds, 0.3% hits; in the data active means a potency from the dose series; inconclusive means inhibition above about 27% without an active follow-up result; further: strong numbers were not always called active
VEEV TC-83 Vero = inhibitors of VEEV TC-83 cytopathic effect, confirmation, Vero cells (AID 588727) | Vero cells, VEEV TC-83 cytopathic effect inhibition; higher % means a stronger effect | inhibition, % at 20 µM, or IC50 in µM where a hit was titrated | 350,000 compounds, 0.13% hits; in the data active means a potency from the dose series; inconclusive means inhibition mostly from about 14% at the one dose, without a potency; inactive means the rest, 99 in 100 with inhibition below about 12%; further: strong numbers were not always called active
M. tuberculosis = growth inhibition of non-replicating M. tuberculosis (AID 488890). Mycobacterium tuberculosis non-replicating, growth inhibition; higher % means a stronger effect. inhibition, % at 25 µM; hits with a dose series show IC50 in µM. 320,000 compounds, 0.39% hits; in the data active means a potency from the dose series; inconclusive means inhibition mostly from about 82% at the one dose, without a potency; inactive means the rest, 99 in 100 with inhibition below about 76%;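 further: plate controls were DMSO cells for no effect and high antibiotic wells for full effect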
VEEV TC-83 Vero 10K pilot screen = further read-out of VEEV TC-83 Vero, marked with its call; inhibition, %; measured here: 10K pilot screen inhibition
Active calls of the source: *; i = inactive; ? = inconclusive; nt = not tested or not shown.

SMILES | Salmonella PhoP GFP | M. tuberculosis HTS | H1N1 NS1A inhibition | VEEV TC-83 Vero | M. tuberculosis | others
Cn1c(NC(=O)C2CC2)cc(=O)n(C)c1=O | 5% | 0% | 0% | 0.5% | nt
O=C(O)CC1(CC(=O)Nc2ccc(Cl)cc2C(=O)c2ccccc2)CCCC1 | -25% | 6% | -1% | 1.0% | 12%
CSC1=NCCN1CCOc1ccccc1 | 14% | -3% | nt | 1.8% | 6%
O=Nc1c(O)n(Cc2cccc(C(F)(F)F)c2)c2ccccc12 | -2% | -4% | -2% | 4.4% | 59%
COc1ccc(C(C(=O)NC2CCCC2)N(C(=O)c2ccco2)c2ccccc2C(C)=O)cc1OC (configuration not stated) | 14% | -2% | -10% | 1.6% | -9%
Cc1ccc(NC(=O)/C(=C/C=C/c2ccccc2)NC(=O)c2ccccc2)cc1 | -10% | 3% | -8% | 1.0% | 21%
O=C1NC(=O)c2cc(Br)cc3cccc1c23 | 2% | 5% | 4% | 1.0% | -8%
CCCC(=O)N1CCN(c2ccc(NC(=O)c3sc4ccccc4c3Cl)cc2)CC1 | 11% | 4% | 5% | 1.0% | -2%
O=C(NCCc1ccccc1)c1ncn[nH]1 | -4% | -6% | -8% | 2.0% | 3%
Cc1ccc(C(=O)Nc2ccc3c(c2)CCC3)cc1 | 1% | ? | 0% | i | ?
C=CC[C@@H](Cc1ccc(F)cc1)C(=O)OC[C@@H]1CCCN1C(=O)[C@@H](CC=C)CC(=O)N[C@@H](CO)Cc1ccccc1 | nt | -5% | 16% | 1.2% | 56%
S=C(NCCC(c1ccccc1)c1ccccc1)Nc1ccc(Cl)cc1 | -6% | 2% | 24% | 0.4% | 51%
CC(=O)N1CCN(Cc2nc3cc(NC(=O)c4cccs4)ccc3n2C)CC1 | -5% | 12% | 10% | 1.9% | -6%
COc1ccc(-c2noc(CCCC(=O)NC3CCCC3)n2)cc1 | 0% | 9% | -6% | i | 60%
c1ccc(C[C@H]2CN=C(Nc3ccccc3)N2CC2CCCCC2)cc1 | nt | 15% | 7% | i | 75%
COc1ccccc1Oc1ccnc2cc(Cl)ccc12 | 4% | 10% | 8% | 0.4% | 40%
CCC(C)N1C(=O)/C(=C/c2ccc3c(c2)CCN3CCCCl)C(=O)NC1=S (configuration not stated) | 2% | 7% | 5% | 1.4% | 71%
COc1ccc(CNc2cccnc2)c(OC)c1OC | nt | nt | -2% | 0.5% | nt
O=C(NCc1ccco1)c1ccc(CS(=O)(=O)Cc2ccc(F)cc2)o1 | 0% | -6% | -16% | 4.7% | -1%
O=C(c1cnn2c(C(F)(F)F)cc(-c3ccc4c(c3)OCO4)nc12)N1CCCCC1 | 1% | 7% | -11% | 2.0% | 2%
Cc1ccsc1/C=N/NC(=O)Cc1ccc([N+](=O)[O-])cc1 | 2% | 0% | -16% | 3.7% | 4%
O=[N+]([O-])c1ccc(NCCCO)c(S(=O)(=O)N2CCOCC2)c1 | -5% | 1% | -2% | i | 5%
CN1C[C@@H]2[C@@H]3C(=O)N(Cc4ccccc4)C(=O)[C@@H]3[C@](Cc3ccccc3)(C1=O)N2C(=O)c1ccc(C(C)(C)C)cc1 | nt | nt | -4% | 0.6% | nt
CCc1ccc(C2C(C(=O)O)c3ccccc3C(=O)N2C)cc1 (configuration not stated) | 1% | 2% | 1% | 0.7% | 6%
Cc1ccc(-n2ncc3c2CC(C)(C)CC3NC(=O)C2CCOCC2)cc1 (configuration not stated) | -5% | -16% | -8% | 2.7% | -4%

(more compounds)
SMILES | Salmonella PhoP GFP | M. tuberculosis HTS | H1N1 NS1A inhibition | VEEV TC-83 Vero | M. tuberculosis | others
COc1ccccc1-n1c(SCC(=O)O)nc2c(sc(=S)n2-c2ccc(C)c(C)c2)c1=O | -6% | 15% | -15% | 2.6% | 12%
COCCCNS(=O)(=O)c1ccc(C)cc1 | 1% | -2% | -13% | 0.5% | -19%
O=C1NC2(CCCCC2)C(=O)N1CCS(=O)(=O)Oc1ccccc1 | 2% | -2% | 10% | 0.8% | -21%
Oc1ccc(Cl)cc1/C=N/c1nc2ccccc2[nH]1 | -3% | 4% | -11% | 2.0% | -6%
O=C1CC(N2CCN(c3ccccc3)CC2)C(=O)N1c1ccc2c(c1)OCO2 (configuration not stated) | -9% | -6% | 0% | i | 1%
O=C(NCC1CCCO1)c1cc2n(n1)C(C(F)(F)F)CC(c1ccc(F)cc1)N2 (configuration not stated) | 13% | 1% | 0% | i | 3%
O=C1CC(N2CCC(O)CC2)C(=O)N1c1ccc(Br)cc1 (configuration not stated) | 5% | -15% | -2% | 0.8% | 68%
Cn1c(SCc2ccccc2)nnc1-c1c[nH]c2ccccc12 | 0% | 0% | 2% | 2.9% | 3%
O=C(COC(=O)Cc1ccc(Br)cc1)Nc1c(F)c(F)c(F)c(F)c1F | -4% | 2% | 3% | i | 77% | VEEV TC-83 Vero 10K pilot screen=0.0
Cc1cccc(C)c1OCC(=O)Nc1ccc2c(c1)OCCO2 | -2% | 7% | -5% | 8.8% | 35%
COc1ccccc1OCC(=O)N1CCN(C(=O)COc2ccccc2OC)CC1 | 9% | -4% | -11% | 0.3% | -4%
Cc1ccc(N(C(=O)c2csnn2)C(C(=O)NC2CCCCC2)c2ccco2)cc1 (configuration not stated) | -4% | 2% | 5% | 5.5% | 4%
Cc1cccc(C(=O)Oc2ccc(/C=N/NC(=O)Cc3ccc([N+](=O)[O-])cc3)cc2)c1 | -7% | -1% | 14% | i | -18%
Cc1ccc(OC(=O)c2ccc(Cl)c([N+](=O)[O-])c2)cn1 | 1% | ? | -3% | i | 61%
CCc1c(-c2ccccc2)nc(N)c(C#N)c1-c1cccs1 | 4% | -8% | -9% | i | 17%
CCCCn1c(N)c(N(CCOC)C(=O)c2cc(S(=O)(=O)N3CCOCC3)ccc2Cl)c(=O)[nH]c1=O | nt | nt | -5% | 1.6% | nt
COc1ccc(NC(=O)NC(C(F)(F)F)C(F)(F)F)cc1 | 0% | -2% | -6% | 1.0% | 8%
O=C(Nc1nnc(SCCC2OCCO2)s1)C1CC(=O)N(c2ccccc2)C1 (configuration not stated) | -7% | 24% | -2% | 0.5% | 23%
O=C(c1ccco1)N1CCN(Cc2nc(Cc3ccccc3)no2)CC1 | 7% | -8% | 1% | 1.0% | -9%
Cc1ccc(C2SCC(C(=O)O)N2C(=O)c2ccc(F)cc2)cc1 (configuration not stated) | -6% | -4% | -8% | 0.2% | -16%
Cc1nc(-c2ccc(S(=O)(=O)Nc3ccc(Br)cc3Cl)s2)cs1 | -1% | 5% | -3% | 0.1% | 9%
Cc1csc(NC(=O)C2CCCN2C(=O)Oc2ccccc2)n1 (configuration not stated) | 2% | -17% | -9% | 2.6% | 10%
Cc1nn2cnc3sc4c(c3c2nc1=O)CCCC4 | 0% | -12% | -24% | 1.5% | -6%
Cc1ccc(C(=O)N/N=C/c2sc(=O)n(Cc3cccc(C(=O)O)c3)c2Cl)cc1 | -3% | -2% | 6% | 2.0% | 16% | VEEV TC-83 Vero 10K pilot screen=0.3
CCOc1ccc2c(c1)c(C(C)=O)c(C)n2Cc1ccco1 | -3% | -10% | 1% | 1.9% | 39%

Brought forward from above: 3 compounds; new compounds follow.
SMILES | Salmonella PhoP GFP | M. tuberculosis HTS | H1N1 NS1A inhibition | VEEV TC-83 Vero | M. tuberculosis | others
Cc1nn2cnc3sc4c(c3c2nc1=O)CCCC4 | 0% | -12% | -24% | 1.5% | -6%
Cc1ccc(C(=O)N/N=C/c2sc(=O)n(Cc3cccc(C(=O)O)c3)c2Cl)cc1 | -3% | -2% | 6% | 2.0% | 16% | VEEV TC-83 Vero 10K pilot screen=0.3
CCOc1ccc2c(c1)c(C(C)=O)c(C)n2Cc1ccco1 | -3% | -10% | 1% | 1.9% | 39%
Cc1ccccc1C(=O)Nc1c2c(nc3ccccc13)CCCC2 | -1% | -2% | 4% | 0.2% | -13%
CC1CCN(c2nc(/C=C/c3ccccc3)nc3ccccc23)CC1 | 0% | ? | -4% | i | 26%
CCOc1ccc(NC(C)=O)cc1 | -5% | 4% | -5% | 2.2% | -18%
CCSC1=NCCN1C(=O)c1c(-c2ccccc2Cl)noc1C | 10% | 2% | -1% | 0.9% | 1%
O=C(CCN1C(=O)c2ccccc2C1=O)NCc1ccc(F)cc1 | 12% | -1% | 0% | 0.1% | -1%
O=C(CSc1n[nH]c(=O)[nH]c1=O)c1ccc(Cl)cc1Cl | 0% | 4% | 0% | 1.0% | 4%
O=C(Nc1cccc(-c2cccc(F)c2)c1)C1CCN(C2CCC2)CC1 | -15% | 1% | 2% | 0.3% | 28%
CS(=O)(=O)N(CC(=O)Nc1ccc(S(=O)(=O)N2CCCC2)cc1)c1cccc(F)c1 | 0% | 6% | 16% | 1.6% | -14%
COc1ccc(C(=O)NC2CCCc3c2cnn3-c2ccccc2F)cc1OC (configuration not stated) | 6% | -1% | -8% | 1.1% | -3%
COc1ccc(C(CC(=O)Nc2ccccn2)N2Cc3ccccc3C2=O)cc1OC (configuration not stated) | 7% | 3% | -1% | 1.2% | 4%
CCN(CC)S(=O)(=O)c1ccc(N2CCCC2)c(NC(=O)Cc2cc(OC)c(OC)c(OC)c2)c1 | -3% | -3% | -1% | 0.2% | 8%
O=C1CC(c2ccccc2)CC(O)=C1C=Nc1cccc(Cl)c1 (configuration not stated) | -1% | 15% | 14% | i | 65%
Cn1c(=N)n(CC(=O)c2ccccc2)c2ccccc21 | 13% | 4% | nt | 0.1% | -3%
Nc1n[nH]c(-c2ccccc2)c1-c1ccccc1 | -8% | 37% | 0% | i | 9%
CN(C)C(CNc1nnnn1-c1ccccc1)c1ccco1 (configuration not stated) | -1% | -6% | -1% | i | 22%
CCO[C@H]1OC(C(=O)NC2CC2)=C[C@@H](C2CC2)[C@@H]1CCCO | -4% | -5% | 5% | 8.7% | -12%
CCOC(=O)C(C(=O)OCC)N(C#N)c1nc(C)cc(C)n1 | 1% | 4% | -5% | i | 4%
CCOC(=O)N/N=C(\C)c1ccc(Oc2ncccn2)cc1 | 6% | 5% | -7% | 1.5% | -14%
CCOC(=O)c1c2c(n(C)c1COC)C(=O)C(=O)c1ccc(Br)cc1-2 | -13% | nt | nt | nt | ?
Cc1nnc(SCCCn2c(N3CCCCC3)nc3c2c(=O)[nH]c(=O)n3C)s1 | 0% | -7% | 1% | 0.9% | 2% | VEEV TC-83 Vero 10K pilot screen=1.1
CCOc1ccc(NC(=O)c2c(OC)cccc2OC)cc1 | -7% | -2% | -6% | 0.2% | -7%
CCCCS(=O)(=O)Nc1ccc2ncn(C)c(=O)c2c1 | -9% | -10% | -11% | i | -25%
O=C(Oc1coc(CSc2ncccn2)cc1=O)c1ccc(Br)o1 | -4% | -10% | -6% | 0.5% | -7%
Cc1ccccc1NC(=O)COC(=O)c1cc(S(=O)(=O)N2CCOCC2)ccc1C | nt | 4% | -13% | 0.5% | 8%
NC(=O)CC(NC(=O)Cc1ccc(Br)cc1)c1ccc(NCCc2ccc(Cl)cc2)c([N+](=O)[O-])c1 (configuration not stated) | nt | nt | 7% | 4.0% | nt

Continued.
SMILES | Salmonella PhoP GFP | M. tuberculosis HTS | H1N1 NS1A inhibition | VEEV TC-83 Vero | M. tuberculosis | others
CCN(CC)CCN(Cc1cc2cc(C)ccc2[nH]c1=O)C(=S)Nc1ccccc1 | 6% | 0% | -5% | 1.0% | 28%
Nc1nc(Br)c2c(F)cccc2c1-c1ccccc1 | 5% | -2% | -11% | i | -16%
O=C(NCCCCNC(=O)C1CCCC1)C1CCCC1 | 7% | -1% | 1% | 3.0% | 8%
CCc1ccc(N(CC(=O)NCc2cccnc2)S(=O)(=O)c2ccccc2)cc1 | -4% | -6% | 4% | 2.1% | 2%
COc1cc(C)c(C(N)=O)c(OC)n1 | -12% | -5% | -3% | 1.7% | 2%
Cc1nccc2[nH]c(=O)c(C(=O)NC3CCCCC3C)cc12 (configuration not stated) | 0% | 15% | 12% | 11% | 15%
CCN1CCN(c2ccc(NC(=O)c3ccc(C#N)cc3F)cc2Cl)CC1 | -3% | 1% | -4% | 0.1% | 18%
O=C(c1cc([N+](=O)[O-])ccc1N1CCCCC1)N1CCCCC1 | 10% | -8% | -3% | i | 4%
CCCn1c(N)c(N(CCOC)C(=O)c2ccc([N+](=O)[O-])c(C)c2)c(=O)[nH]c1=O | -2% | -8% | 1% | 2.2% | -3%
COc1ccccc1NC(=O)c1oc2ccccc2c1NC(=O)c1cc(OC)c(OC)c(OC)c1 | -12% | 1% | -4% | 4.6% | -7%
O=C1CC(c2cccc(Cl)c2)Cc2nc(N3CCN(c4ccccc4)CC3)ncc21 (configuration not stated) | 3% | -2% | 2% | 0.4% | -21%

Compound activity (PubChem BioAssay)
